# TbPYK inhibitor: T. brucei pyruvate kinase inhibition. Q57TT1. TbPYK enzyme, Kinase-Glo Plus ATP luminescence, 45 min. Potency, µM (highest dose often 76.8 µM), inactives show at the top dose activity, negative = inhibition, usual class: inhibitors. 410,000 compounds, 0.12% hits; active = well fitted inhibition curve with a large enough effect; also: nearly all actives have a fitted effect of over 50% in size
#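 Activity of T. brucei pyruvate kinase was followed by Kinase-Glo Plus luminescence after the enzyme reacted 45 min at room temperature with 130 uM ADP (final) and substrate. Test compounds were added before ADP at multiple concentrations.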
# The depositor's hits bear a star; [ ] = dose if it differs, or a comment. % is scaled to controls: 0 for no effect and ±100 for the full control effect; potency is read from the fitted curve at half-maximal effect.
mol,TbPYK inhibitor
O=C(CSc1nc2ccccc2nc1Cc1ccccc1)Nc1ccc2c(c1)OCO2,-12%[15.4 µM]
CCOc1ccc(-c2csc(-c3c(N)c(C(=O)c4ccc5c(c4)OCO5)n4ccccc34)n2)cc1,1%
CCCCC(=O)Nc1ccc2nc(SCC(=O)N3CCOCC3)sc2c1,0%
O=C(NCc1ccccc1Cl)c1nnc(Cc2ccc(Cl)cc2)o1,4%
COc1ccc(Cn2c(=O)[nH]c3cc(C(=O)N4CCN(c5cc(C)ccc5C)CC4)ccc3c2=O)cc1,1%
Cc1ccccc1OCCn1c(-c2ccc(Cl)cc2)nc2ccccc2c1=O,-6%
COc1ccc(C(=O)NCc2ccc3c(c2)CCN3C(=O)c2ccc(F)cc2)cc1,-3%
COc1ccc(CCNC(=O)C(C)n2c(=O)cc(C(F)(F)F)c3c(C)nn(C)c32)cc1OC (stereo not given),0%
Cc1oc(-c2ccc(C(=O)NCCC(C)C)cc2)nc1CN1CCc2ccccc21,-6%
COc1ccccc1CCNC(=O)Cc1c(C)c2cc3c(C(C)(C)C)coc3c(C)c2oc1=O,5%

# (continued)
mol,TbPYK inhibitor
CCCNC(=O)C1CCC(Cn2c(=O)c3sccc3n(CC(=O)N3CCCC(C)C3)c2=O)CC1 (stereo not given),-4%
CCc1ccc2oc(C(=O)Nc3sc4c(c3C(=O)NC)CCCC4)cc(=O)c2c1,-4%
COc1cccc(CNC(=O)C(=O)NCC(c2ccco2)S(=O)(=O)c2cccs2)c1 (stereo not given),-2%
CCC(=O)N1CCc2cc(Br)cc(S(=O)(=O)N3CCCC(C(=O)Nc4cccc(Cl)c4C)C3)c21 (stereo not given),7%
Cc1ccc(C(C)C)c(OCc2ccc(C(=O)Nc3ccc(S(N)(=O)=O)cc3C)o2)c1,-2%
CCCNC(=O)CCNS(=O)(=O)c1ccc2c(c1)c(=O)n(C)c(=O)n2C,1%
COc1cccc(-c2[nH]c3c(c2-c2c(-n4cccc4)n(C)c(=O)[nH]c2=O)c(=O)[nH]c(=O)n3C)c1,-4%
CCN(CCCNC(=O)c1cc2cc3ccc(OC)cc3nc2s1)c1cccc(C)c1,-11%
CCc1cccc(C)c1NC(=O)c1nc2ccccc2nc1N1CCCCC1,0%
Cc1ccc(-c2nc(CN3C(=O)CN=C(c4ccccc4)c4ccccc43)c(C)o2)cc1,3%

# (listing goes on)
mol,TbPYK inhibitor
CCCSc1cc(OC)c(CCN)cc1OC,3%[157 µM]
Clc1ccc(-c2nnn3c2nc(NCc2ccc4c(c2)OCO4)c2ccccc23)cc1,-2%
CCCn1c2ccccc2c2cnn(CC(=O)NCC3CCN(Cc4ccc(C)cc4)CC3)c(=O)c21,2%
Nc1nc2ccc([N+](=O)[O-])cc2s1,3%[157 µM]
COc1ccc(NC(=O)Cn2ncc3c([nH]c4ccccc43)c2=O)cc1Cl,-3%
COc1ccc(-c2nc(SCC(=O)N3CCC(C)CC3)n[nH]2)cc1,-13%
COc1cccc(C(=O)Nc2cccc(OCc3cc(=O)n4c5c(sc4n3)CCCC5)c2)c1,-4%
Cc1ccc(F)cc1NC(=O)CCc1c(C)nn(-c2ccc(N3CCCC3)nn2)c1C,20%
CCc1ccc(NC(=O)CSc2c(C)cnc3c2c(=O)n(C)c(=O)n3C)cc1,1%
CC(=O)Nc1ccc(NC(=O)c2c(-c3ccccc3)noc2C)cc1,2%

# Next records
mol,TbPYK inhibitor
CCOc1ccccc1C(=O)Nc1cccc2ccc(C)nc12,4%
Cc1ccc(S(=O)(=O)NCCc2nnc3ccc(SCC(=O)Nc4ccc(F)cc4F)nn23)cc1,-7%
Cc1ccc(C)c(N2CCN(C3=C(c4ccccc4)C(=O)c4ccccc43)CC2)c1,-5%
CC(Oc1ccccc1F)C(=O)N1CCC(c2nc3ccccc3o2)CC1 (stereo not given),1%
COc1cccc(NC(=O)C2CCCN(c3ncnc4onc(C)c34)C2)c1 (stereo not given),-2%
O=C(NCc1ccccc1Br)c1ccc(-n2cnc3cccnc32)cc1,6%[15.4 µM]
CCOC(=O)c1ccccc1NC(=O)CSc1nnc(CC)n2c1cc1occc12,-7%
CCN(CC)CCCNc1oc(/C=C/c2ccc(OC)c(OC)c2)nc1C#N,-5%
COc1ccccc1-c1nc(S(=O)(=O)c2ccc(Cl)cc2)c(N2CCCCCC2)o1,0%
COc1cccc(NC(=O)CN2C(=O)c3cccc4cccc2c34)c1,-6%

# (cont.)
mol,TbPYK inhibitor
CCOC(=O)c1c(N)n(-c2ccc(CC)cc2)c2nc3ccccc3nc12,-6%
Cc1ccc(NC(=O)Nc2ccc3c(c2)N(C)C(=O)c2ccccc2S3)c(C)c1,1%
CC1CCc2c(sc3nnn(Cc4ccccc4Cl)c(=O)c23)C1 (stereo not given),-10%
COc1ccc(S(=O)(=O)Nc2cc(-c3cn4cccc(C)c4n3)ccc2C)cc1C,3%
Cc1ccccc1NC(=O)c1c(NC(=O)c2ccco2)sc2c1CCC(C(C)(C)C)C2 (stereo not given),-7%
Cc1ccc(CCNC(=O)c2cc(Nc3ccc(C)c(C)c3)nc3ccccc23)cc1,4%
CN(Cc1ccccc1)C(=O)c1ccc2c(c1)N(Cc1ccccc1F)C(=O)c1ccccc1S2(=O)=O,8%
Cc1ccccc1CN1C(=O)c2ccccc2S(=O)c2ccc(C(=O)NCc3ccc(Cl)cc3)cc21 (stereo not given),-3%
COc1ccc2c(CNCC(C)c3ccccc3)c(C(=O)O)n(Cc3ccc(F)cc3Cl)c2c1 (stereo not given),-4%
CCOc1ccc(S(=O)(=O)Nc2cccc(OC)c2)c2cccnc12,-1%

# Continued.
mol,TbPYK inhibitor
Cc1ccccc1NC(=O)C1CCN(S(=O)(=O)c2ccccc2)CC1,1%
Cn1c(SCC(=O)N2CCCc3ccccc32)ncc(C(=O)Nc2ccc(F)cc2)c1=O,19%
Cc1ccc(OCC(=O)Nc2ccc(Cl)cc2C(=O)c2ccccc2)cc1C,3%
Cc1cccc(N2CCN(C(=O)C3CCN(C(=O)c4cc5sccc5n4C)CC3)CC2C)c1 (stereo not given),-2%
CCOc1ccc(NC(=O)N2CCN(C(=O)c3nsc4ccccc34)CC2)cc1,-2%[15.4 µM]
COc1ccc(Cl)cc1NC(=O)Cn1ccn(Cc2ccc(C)cc2)c(=O)c1=O,5%
Cc1ccccc1NC(=O)CSc1ncc2c(n1)-c1ccccc1N(C)S2(=O)=O,1%
O=C(CSc1nc2ccccc2nc1Cc1ccccc1)N1CCCc2ccccc21,1%
O=C(NCCc1ccc(Cl)cc1)c1ccc2nc(CCc3ccccc3)oc2c1,0%
CC1CCN(c2oc(-c3ccc(COc4ccc(Cl)cc4)o3)nc2C#N)CC1,1%

# Additional structures.
SMILES	TbPYK inhibitor
CC(=O)C1=C(c2ccc(Cl)c(Cl)c2)N(C(C)=O)n2c(nnc2C2CCCCC2)S1	-3%
CCN(CC)CCCNC(=O)c1c(C)oc2ncn(CC(C)C)c(=O)c12	-2%
CCc1ccc(-n2c(CCC(=O)O)ccc2-c2cccs2)cc1	-29%
COc1ccccc1Cc1nc2ccccc2nc1SCC(=O)NCCc1ccccc1	1%
Cc1c2cnn(-c3ccccc3)c(=O)c2c(C)n1C(C)C(=O)NCc1cccc(Br)c1 (stereo not given)	-1%
O=c1c(N2CCc3ccccc3C2)csc2ccc(F)cc12	17%
CCc1ccc(-c2nc3c(c(SCc4ccc(F)cc4)n2)Cc2c(CO)cnc(C)c2O3)cc1	1%
CCc1ccc(NC(=O)Cn2c(=O)n(CCCC(=O)NCCc3ccc(OC)c(OC)c3)c(=O)c3ccccc32)cc1	2%
CCOC(=O)N1CCC2(CC1)OC(=O)C(C)=C2C(=O)NCc1cccc(OC)c1	13%[15.4 µM]
CCCCCSc1nnc(-c2ccc(Br)cc2)o1	-7%
CCOc1ccc(OCc2ccc(C(=O)Nc3cc(OC)c(OC)c(OC)c3)o2)cc1	-1%
CCOc1ccc(CCNC(=O)c2cnc3sc(N4CCCCCC4)nn3c2=O)cc1	9%

# The results go on.
SMILES	TbPYK inhibitor
COc1ccccc1NC(=O)Cn1c(=O)n(Cc2cccs2)c(=O)c2cccnc21	4%
CCc1ccc(NC(=O)Cn2c(=O)n(CCCCC(=O)NCc3ccccc3Cl)c(=O)c3ccccc32)cc1	4%
COc1ccc(-n2c(-c3ccco3)nc3c(cnn3-c3ccccc3Cl)c2=O)cc1	2%
COCCNC(=O)C1CCN(C(=O)c2cc3sccc3n2Cc2ccc(Cl)cc2)CC1	4%
Cc1ccccc1CNC(=O)C(C)n1nc(C)n2c(cc3occc32)c1=O (stereo not given)	-2%
CCC(Sc1nc2ccncc2[nH]1)C(=O)Nc1ccc(F)cc1 (stereo not given)	-2%
CCN(C(=O)Cn1cnc2c1c(=O)n(C)c(=O)n2C)c1ccccc1C	2%
COc1ccc2c(c1)CC(C(=O)Nc1cccc(C)c1C)CO2 (stereo not given)	-2%
Cc1ccc(NC(=O)Cn2c(-c3nonc3N)nc3ccccc32)cc1Cl	-6%
Cc1ccccc1OCC(=O)Nc1ccc2nc(SCC(=O)N(C)c3ccccc3)sc2c1	0%
Cc1ccc2nc(N3CCC(C(=O)NCc4ccc(F)cc4)CC3)[nH]c2c1	2%[15.4 µM]
COc1ccc(CCNC(=O)Cn2c(=O)c3cccn3c3ccccc32)cc1OC	-8%

# The listing continues.
SMILES	TbPYK inhibitor
Cc1nc(-n2nc(C)c(CCC(C)C)c2C)sc1C(=O)Nc1cccc(Cl)c1	-5%
CN(C)c1ccc(CNC(=O)CCC(=O)N2Cc3ccccc3Oc3ncccc32)cc1	2%
CC(=O)c1cccc(NC(=O)C2CCN(C(=O)c3cnn(-c4ccccc4)c3-n3cccc3)CC2)c1	4%
CCOC(=O)c1noc2ncn(Cc3ccc([N+](=O)[O-])cc3)c(=O)c12	-4%
CC(C)Oc1ccc(CNC(=O)c2ccc(CS(=O)c3cccc(Cl)c3)o2)cc1 (stereo not given)	0%
Cc1ccc(C(C)C)c(OCC(=O)Nc2ccc(C(=O)OC3CCCCC3)cc2)c1	-16%
O=C(CCC1CCCC1)N1CCc2c([nH]c3ccccc23)C1c1ccc(F)cc1 (stereo not given)	-4%
COC(C)=O	1%
Cc1ccc(C)c(Cn2nnc(C(=O)NCc3ccccc3)c2N)c1	1%
O=C(NCc1cccnc1)c1nn(-c2ccc(F)cc2)nc1CO	8%
COc1ccc(OC)c2sc(NC(=O)c3ccc(S(=O)(=O)N4CCCC4)cc3)nc12	0%
CC(Sc1cn(CCNC(=O)c2ccccc2F)c2ccccc12)c1ccccc1 (stereo not given)	-11%

# Further records follow.
SMILES	TbPYK inhibitor
Cc1cccc(OCC(=O)OCc2cc(=O)n3nc(-c4cccs4)sc3n2)c1	-9%
CCn1cc(S(=O)(=O)c2ccc(C)cc2C)c(=O)c2cc(F)c(N3CCCCC3)cc21	-6%
CN(Cc1ccccc1)S(=O)(=O)c1ccc(F)c(C(=O)Nc2ccccc2C(F)(F)F)c1	-2%
Cc1cc(C)cc(NC(=O)CSCn2nnc3c(=O)[nH]c(Cc4ccc(F)cc4)nc32)c1	1%
Cc1ccc2nc(-c3ccc(NC(=O)COc4ccc(Cl)c(C)c4)cc3)sc2c1	-4%
CCN(CC)c1ccc(NC(=O)C2CCN(S(=O)(=O)c3c(C)noc3/C=C/c3ccccc3F)CC2)c(C)c1	3%
Cc1cc(C)cc(OCC(=O)NCC2(N(C)C)CCCCC2)c1	-3%
CCOC(=O)c1c(C)oc2nc(C)nc(NCCCN3CCN(c4ccccc4OC)CC3)c12	-1%
COc1ccc(S(=O)(=O)N2CCC(C(=O)NC(C)c3ccccc3)CC2)cc1 (stereo not given)	0%
CCC(O)c1nc2ccccc2n1CCOc1cc(C)cc(C)c1 (stereo not given)	6%
Cc1c(NC(=O)c2ccc(N3CCC(C)CC3)c([N+](=O)[O-])c2)cccc1-c1nc2ccccc2o1	-1%
O=C(c1cc(C(F)(F)F)cc(C(F)(F)F)c1)N1CCC[C@@]2(CCN(Cc3nccs3)C2)C1	0%

# Remaining list, next part.
SMILES	TbPYK inhibitor
Cc1sc2ncn(CC(=O)N(C)c3ccc(Br)cc3)c(=O)c2c1S(=O)(=O)N1CCC(C)CC1	-5%
CCOc1ccc2nc(N(Cc3cccnc3)C(=O)c3cccs3)sc2c1	0%
CCc1ccc(C(=O)c2cn(CC(=O)Nc3ccc4c(c3)OCO4)c3cc(OC)c(OC)cc3c2=O)cc1	4%
Cn1c(C(=O)N2CCC(C(=O)NCCc3ccc(S(N)(=O)=O)cc3)CC2)cc2sccc21	5%
COC(=O)c1cc(NC(=O)CC2C(=O)OCCN2Cc2ccccc2)cc(C(=O)OC)c1 (stereo not given)	18%
CC(=O)c1cccc(NC(=O)c2nc3ccccc3nc2N2CCCCC2)c1	0%

# The list is partial; count on the stated rates, not on these rows.
